A-T KAP1 phos = potential ataxia-telangiectasia treatment; […] A-T fibroblasts, KAP-1 phosphorylation AlphaLISA; neocarzinostatin DNA damage 30 min before lysis; Potency, µM (top dose mostly 57.5 µM), for inactives: at the highest dose activation, hits mostly activators; hit rate 0.19% among 320,000; AID 485349; further: potency means the concentration at half of the fitted maximal effect; % of control where 0% means no effect; nearly all actives have a fitted effect of over 45% in size
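hTERT-immortalized A-T patient fibroblasts ([…]), 500 cells/well in OPTI-MEM, 1% FBS, got compounds for 60 min, then NCS for 30 min at 37C. Lysates were then assayed for phospho-KAP-1 by AlphaLISA (anti-pKAP1 donor, anti-KAP1 acceptor beads), 6 hr at 25C.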
TSG101-PTAP inh = blocks PTAP/TSG101 interaction to inhibit HIV-1 budding; Potency, µM (doses to about 115 µM), for the others: at the top dose activity change, negative = inhibition, hits mostly inhibitors; AID 493005; Fluorescence polarization, FITC-PTAP peptide / Tsg101 binding; 340,000 tested, under 10 active; active means well fitted inhibition curve with a large enough effect in the main read-out, with a control signal flat, not every such curve was filed as active; inconclusive means small, poorly fitted or top-dose-only effect, or effect the other way, or a change in a side signal; inactive means no such curve, though single readings can be large or run the other way; further: potency means the concentration at half of the fitted maximal effect; % of control where 0% means no effect
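Steps: Tsg101 binding domain dispensed (10 uM final), compounds pinned in DMSO, FITC-labeled PTAP-motif peptide added (50 nM final); after 20 min binding at room temperature, polarization measured.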
S-ASM inh = human S-ASM enzyme inhibition | Potency, µM (doses to about 57.5 µM), inactives show top-dose activity change, negative = inhibition, actives largely listed as inhibitors | P17405 | AID 504937 | placental ASM, HMU-PC fluorogenic substrate, 60 min | hit rate 0.006% among 340,000; further: potency means the concentration at half of the fitted maximal effect
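Human placenta-derived ASM preincubated with compound 10 min at room temperature, then reacted with 9 uM (final) fluorogenic HMU-PC substrate for 60 min at 37 C. Stop solution raises pH to 10; fluorescence read at Ex 386/Em 447 nm.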
MLL CXXC-DNA inh = blocks binding of human MLL CXXC domain to DNA; hit rate 0.037% among 290,000; Q03164; Potency, µM (highest dose often 115 µM), for inactives: at the highest dose activity change, negative = inhibition, hits mostly inhibitors; MLL-CXXC / FITC-HOXA9 DNA fluorescence polarization; AID 2662; active means well fitted inhibition curve with a large enough effect in the polarisation, with a control signal flat, not every such curve was filed as active; inconclusive means small, poorly fitted or top-dose-only effect, or effect the other way, or a change in a side signal; inactive means no such curve, though single readings can be large or run the other way; the % refers to the polarisation; further: potency means the concentration at half of the fitted maximal effect
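Purified MLL-CXXC (added from a 7 uM solution) was preincubated 5 min at ambient with pinned compounds in 50 mM Tris-HCl pH 7.5, 50 mM NaCl, 1 mM DTT, 0.05% BSA. Fluorescein-labeled HOX-A9 DNA (50 nM solution) followed, 30 min, then polarization read.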
TCR activator = activators of T cell receptors | 330,000 tested, under 10 active | AID 504894 | Potency, µM (doses to about 9.22 µM), without a hit: at the highest dose activation of IL-2 secretion, most hits filed as activators | primary human leukocytes, anti-CD3, IL-2 HTRF, 48 h; further: % of control where 0% means no effect
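IL-2 produced over 48 hr by a-CD3 bead-stimulated primary human leukocytes exposed to compounds was detected with a homogeneous time-resolved FRET immunoassay, 665nm acceptor signal after 320nm excitation.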
TSHR antag = antagonists of human thyroid stimulating hormone receptor; P16473; TSHR-expressing cells, TSH-stimulated cAMP HTRF, 2 h; active compounds read low; activity change, negative = inhibition, % at 11.5 µM; hit rate 0.2% among 330,000; AID 504810;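 active means activity change below a set negative limit, meaning inhibition stronger than a set level, cut at about -70% in these data; inconclusive means activity change between two set negative limits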; further: on the % scale 0 is the no-effect control and ±100 the full control effect
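Read-out is FRET at 665 nm (cryptate excitation 337 nm) from a cryptate-tagged anti-cAMP antibody, competed by cell cAMP against cAMP-d2. Compounds are tested on freshly harvested TSHR cells challenged with 4nM TSH (EC80) for 2 hours at 37 deg C.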
MBNL1 CUG block = MBNL1-poly(CUG) RNA binding inhibition; Q9NR56; TR-FRET MBNL1-His/biotin-(CUG)12 binding, 665/545 ratio; Potency, µM (top dose mostly 57.5 µM), for the others: at the highest dose activity change, negative = inhibition, most hits filed as inhibitors; hit rate 0.036% among 280,000; AID 2675; active means well fitted inhibition curve with a large enough effect in the signal ratio, with a control signal flat, not every such curve was filed as active; inconclusive means small, poorly fitted or top-dose-only effect, or effect the other way, or a change in a side signal; inactive means no such curve, though single readings can be large or run the other way; the % refers to the signal ratio; further: potency means the concentration at half of the fitted maximal effect; on the % scale 0 is the no-effect control and ±100 the full control effect
Target sequence (Q9NR56 whole entry, looked up): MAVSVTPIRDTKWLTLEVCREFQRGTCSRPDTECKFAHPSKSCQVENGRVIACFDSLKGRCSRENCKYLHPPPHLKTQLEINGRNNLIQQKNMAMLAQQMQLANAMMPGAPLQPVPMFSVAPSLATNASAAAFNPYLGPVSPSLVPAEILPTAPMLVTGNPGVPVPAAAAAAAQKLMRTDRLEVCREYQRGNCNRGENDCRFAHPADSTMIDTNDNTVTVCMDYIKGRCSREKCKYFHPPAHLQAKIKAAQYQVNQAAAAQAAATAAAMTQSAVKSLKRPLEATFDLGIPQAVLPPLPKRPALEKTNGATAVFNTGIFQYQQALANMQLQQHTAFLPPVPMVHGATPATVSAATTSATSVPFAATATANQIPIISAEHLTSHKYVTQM
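TR-FRET readout: Ex 340 nm, 665/545 nm emission ratio, normalized to buffer-only (basal) and MBNL1-(CUG)12 controls. Complex of MBNL1-His with Biotin-(CUG)12, compounds 92 nM–58 uM, incubated 60 min at room temperature.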
Menin MLL FP TR = displaces Texas Red mutant MLL peptide from human menin. AID 1768. Menin + Texas Red MLL mutant peptide, fluorescence polarization. Potency, µM (doses to about 61.6 µM), inactives show at the highest dose FP activity change, negative = inhibition, hits mostly inhibitors. hit rate 0.23% among 270,000. O00255; active means well fitted inhibition curve with a large enough effect in the polarisation, with a control signal flat, not every such curve was filed as active; inconclusive means small, poorly fitted or top-dose-only effect, or effect the other way, or a change in a side signal; inactive means no such curve, though single readings can be large or run the other way; the % refers to the polarisation; further: potency means the concentration at half of the fitted maximal effect; % of control where 0% means no effect; many of its hits are not listed in these tables
Target sequence (O00255 whole entry, looked up): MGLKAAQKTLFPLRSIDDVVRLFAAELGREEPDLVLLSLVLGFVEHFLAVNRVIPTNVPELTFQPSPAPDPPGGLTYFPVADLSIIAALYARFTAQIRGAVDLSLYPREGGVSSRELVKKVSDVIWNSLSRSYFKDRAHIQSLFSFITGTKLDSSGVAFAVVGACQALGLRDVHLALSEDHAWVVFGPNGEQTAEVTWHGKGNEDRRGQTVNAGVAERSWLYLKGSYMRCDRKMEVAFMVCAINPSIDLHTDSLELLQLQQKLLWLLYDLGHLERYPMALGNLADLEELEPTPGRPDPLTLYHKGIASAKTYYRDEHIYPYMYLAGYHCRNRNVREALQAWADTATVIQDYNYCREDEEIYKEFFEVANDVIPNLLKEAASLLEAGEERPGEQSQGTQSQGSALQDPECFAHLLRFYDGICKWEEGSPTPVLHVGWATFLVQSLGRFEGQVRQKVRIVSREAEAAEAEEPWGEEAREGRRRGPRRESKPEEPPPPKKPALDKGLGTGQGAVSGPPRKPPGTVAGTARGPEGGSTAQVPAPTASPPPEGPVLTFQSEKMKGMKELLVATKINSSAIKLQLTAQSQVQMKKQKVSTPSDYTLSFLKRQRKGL
Mito fusion act = mitochondrial division inhibition or fusion activation | S. cerevisiae fusion-defective mutant growth rescue, CellTiterGlo 48 h | Potency, µM (top dose mostly 46.1 µM), without a hit: at the top dose growth rescue (activation), actives largely listed as activators | hit rate 0.23% among 320,000 | AID 485298;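 further: potency means the concentration at half of the fitted maximal effect; % of control where 0% means no effect; nearly all actives have a fitted effect of over 45% in size; temperature-sensitive fusion mutants such as fzo1-1 at 37 °C on non-fermentable ethanol glycerol medium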
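Luminescent cell viability in 1536-well qHTS format served as the measure of rescued growth in ts fusion-mutant S. cerevisiae cultured on non-fermentable YPEG for 48 hours at 37C.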
Integrin act MD = activates integrin-mediated alleviation for muscular dystrophy; alpha7betagal myoblasts, beta-gal FDG fluorescence, 48 h; Potency, µM (series often up to 38.3 µM), without a hit: at the top dose activation, hits mostly activators; hit rate 0.064% among 350,000;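 further: potency means the concentration at half of the fitted maximal effect; 100% = response of the positive control SU9516; nearly all actives have a fitted effect of over 60% in size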
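alpha7betagal+/- myoblasts (passage 13, 250/well) treated 48 h at 37C with compounds at 1:260 dilution of DMSO stock. Lysed, then beta-galactosidase activity read as FDG fluorescence (ex 480/em 540) after 30 min, with pre-read for autofluorescence.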
The depositor's hits bear a star; ? = inconclusive; / = no result given; [ ] = another dose, or the depositor's remark. Unless noted, the call rests on the fitted dose curve; in most records, active means well fitted curve in the direction sought with a large enough effect; inconclusive means small, poorly fitted or top-dose-only effect, or another doubt; inactive means no such curve, though single readings can be large; an effect the other way counts as inactive or inconclusive. These rows are one share of the data; count on the stated rates, not on these rows.

molecule | A-T KAP1 phos | TSG101-PTAP inh | S-ASM inh | MLL CXXC-DNA inh | TCR activator | TSHR antag | MBNL1 CUG block | Menin MLL FP TR | Mito fusion act | Integrin act MD
O=C(Nc1ccccc1C(=O)O)c1cc(S(=O)(=O)N2CCCCC2)c(Cl)cc1Cl | 7% | -8% | -6% | -7% | 11% | -25 | -3% | ? | 9% | -6%
CCN(CC)CCCNc1nc(-n2nc(C)cc2C)nc2sc3c(c12)CC(C)(C)OC3 | -23% | -5% | 24% | 7% | -1% | -1 | -6% | / | -5% | -30%
CCNC(=O)NC(=O)CSc1ccc(NC(C)=O)cc1 | 6% | 1% | 1% | -2% | -11% | -5 | 0% | 16% | 7% | -14%
CCOCCCNc1nc2c(-c3ccccc3)nnn2c2ccccc12 | 13% | -1% | 352%[activator] | 6% | 0% | -8 | 11% | 11% | 6% | -8%
COc1cc(/C=N/NC(=O)CN(Cc2ccccc2)S(=O)(=O)c2ccc3c(c2)OCCO3)ccc1O | 4% | -5% | 53%[activator] | 16% | 4%[46.1 µM] | 6 | / | 8% | -8% | 7%
O=C(NCCCn1ccnc1)Nc1ccc(Cl)cc1 | 1% | -8% | -1% | 2% | 8% | 7 | -17% | -2% | 4% | -1%
NC(=O)CC(NC(=O)Cc1cccc2ccccc12)c1ccc(NC2CCCCC2)c([N+](=O)[O-])c1 (configuration not stated) | 14% | / | -18% | 5% | 3% | 1 | 6% | / | -1% | 14%
Cc1c(C(=O)OCC(=O)NCC2CCCO2)oc2ccccc12 (configuration not stated) | 3% | 0% | 4% | / | 0% | -11 | / | / | / | -19%
COC(=O)c1cnc2c(C(F)(F)F)cccc2c1OC | -2% | -2% | -1% | 1% | 0% | -15 | 7% | -8% | -3% | 13%
O=C(N/N=C/c1c(F)cccc1Cl)c1ccc(Cn2cc(Br)cn2)o1 | 3% | 0% | -3% | -3% | -1%[46.1 µM] | -8 | -3%[11.5 µM] | -1% | -34%[inhibitor] | 36%
COc1ccc(NC(=O)C(=S)NC2CCCCC2)cc1 | 2% | -3% | 5% | -6% | -64% | -8 | -2% | 5% | 2% | -13%
CCOc1ccc(CC(=O)NCC(=O)NCc2cc(=O)n(C)c(=O)n2C)cc1 | -4% | -5% | -1% | 0% | -1% | 2 | 1% | -11% | -2% | 10%
O=C(CCl)N1CCN(S(=O)(=O)Cc2ccccc2)CC1 | -10% | -1% | 1% | / | 4% | -21 | / | / | 9% | ?
Cc1cc(/C=C2/NC(=O)NC2=O)c(C)n1-c1cccnc1 | -7% | -1% | 15% | 9% | -6%[46.1 µM] | -6 | ? | 7% | -4% | 1%
NCCCC[C@@H](C(=O)N1CCNCC1)n1cc(CN)nn1 | 15% | 0% | 6% | / | -5% | -8 | / | / | 8% | 0%
C=C(C)COc1ccc(-c2n[nH]c(C)c2-c2ccccc2)c(O)c1 | 2% | -3% | -29% | -1% | -1% | -3 | -5% | ? | ? | -46%[inhibitor]
O=C(NCC(=O)N(c1ccccc1F)C(C(=O)NC1CCCC1)c1ccncc1)c1ccco1 (configuration not stated) | -2% | 2% | -2% | -7% | 1% | -3 | -3% | 1% | 4% | 8%
COc1ccc(S(=O)(=O)N(C)CC(=O)N2CCC(C(N)=O)CC2)cc1 | 18% | -6% | 3% | -5% | / | -5 | -4% | 9% | -4% | 13%
C=CCNC(=S)NCc1ccccc1OC | -3% | -4% | 0% | ? | -4% | -1 | 3% | -8% | -7% | -23%
CCOC(=O)c1ccc(NC(=S)NCc2ccccc2)cc1 | -15% | -2% | -2% | -1% | -1% | -8 | -7% | 35%[activator] | -17% | -35%
O=C1C2C3CC(C2C(=O)N1c1cccc(Cl)c1)[C@H](O)C3O (some centres not stated) | 5% | -1% | 4% | -5% | -5% | -1 | -5% | / | -3% | 10%
O=C(O)C1Sc2[nH]c(=O)sc2C2c3cc(Cl)ccc3OC(=O)C12 (configuration not stated) | 3% | -3% | 12% | 13% | 2% | -12 | 2% | 27% | -6% | -11%
O=C(CN1CCOCC1)N1c2ccccc2Sc2ccccc21 | 0% | -1% | 6% | 0% | -11% | -4 | -4% | -26% | -4% | 3%
CCOc1ccc(-n2c(SCC(=O)N3CCC(C(=O)O)CC3)nc3ccccc3c2=O)cc1 | 14% | -11% | 4% | 31%[activator] | -2% | 9 | -3% | 4% | 3% | 11%
Cc1cc(C(=O)CSc2nnc(C3COc4ccccc4O3)n2C)c(C)n1-c1ccc(F)cc1 (configuration not stated) | -3% | 0% | -4% | 10% | 1% | -2 | -10% | -28% | 23% | -1%
CCOC(=O)C1CCN(Cc2ccc(O)c(OC)c2)CC1 | -3% | -6% | -1% | 19% | -1% | 32 | -9% | 4% | -2% | -60%[inhibitor]
c1ccc2c(c1)nc1n2CCN1CCNC1CCCCC1 | / | -3% | 4% | -15% | 1% | 46 | -17% | -21% | -6% | -1%
O=C(NCCc1ccc(Cl)cc1)c1cccc(NC2=NC3CS(=O)(=O)CC3S2)c1 (configuration not stated) | 0% | -1% | -3% | / | 5% | -6 | -8% | 14% | -3% | 5%
O=C(Nc1nnc(-c2ccco2)o1)C1CCCCC1 | 23% | 0% | 0% | 3% | 3% | 8 | -15% | -2%[11.7 µM] | -3% | 2%
O=C(NCc1ccc(F)cc1)C1CCN(S(=O)(=O)c2cccc3nonc23)CC1 | 4% | 0% | 0% | 5% | 0% | -4 | ? | 23% | -1% | -34%
CCN(Cc1ccccc1)C(=O)CN1C(=O)COc2ccc(S(=O)(=O)NC3CCCC3)cc21 | -5% | -3% | -1% | -4% | 1% | 3 | -4% | -18% | 13% | -18%
C=C(C)CN(CC)c1nc(N)c(C#N)c(CC#N)c1C#N | 11% | -8% | -1% | 8% | -4% | -17 | -4% | -16% | 4% | 7%
Cc1ccc(NS(=O)(=O)c2ccc(C(=O)NCC(c3ccco3)N3CCCCC3)cc2)cc1 (configuration not stated) | -13% | -2% | -1% | / | -3% | -4 | / | / | 1% | -5%
C[C@H](NC(=O)c1nc[nH]c1C(=O)N[C@H](C)c1ccccc1)C(=O)OCc1ccccc1 | 61% | -2% | -4% | -5% | 7% | -6 | -8% | / | -18% | 10%
COc1ccc(-c2cc(C(=O)OC3CCOC3=O)c3ccccc3n2)cc1 (configuration not stated) | 12% | 0% | 292%[activator] | 8% | 2% | -2 | ? | ? | 0% | -8%
Cc1nc(N2CCN(Cc3ccccc3)CC2)nc2c1C(=O)CCC2 | / | -6% | 1% | -7% | 6% | 11 | -5% | -6% | -11% | -32%
CC(=O)OCCN(CCCn1c(-c2ccncc2)nc2ccccc21)c1nc(-c2ccc(C)cc2)cs1 | 0% | 2% | 7% | -7% | -6% | -1 | -8% | -15% | -3% | -8%
O=C1C2C3C=CC(CC3)C2C(=O)N1c1nccs1 (configuration not stated) | -4% | -1% | 4% | -1% | 4%[46.1 µM] | 10 | -3% | 13% | -1% | 17%
CC(C)CC(OC(=O)c1ccc(Cl)nc1)C(=O)NC1CCCC1 (configuration not stated) | 1% | 0% | -1% | -1% | 15% | -3 | -6% | -3% | 6% | -3%
O=C(CCC(=O)N1CCCC1)Nc1ccc(Cl)c(Cl)c1 | 6% | -3% | 3% | 12% | 2% | -10 | 2% | 1% | -2% | 7%
Cn1cccc1Cc1nnc(SCC(=O)Nc2cccc(F)c2)n1CCc1ccccc1 | 4% | -5% | -7% | -1% | -5%[46.1 µM] | 1 | -10% | 11% | 17% | -3%
Cc1cccc(Nc2ccccc2C(=O)NCc2ccco2)c1C | 7% | 1% | -7% | -1% | 2% | -3 | -6% | ? | -3% | -11%
COc1cc(C(=O)Oc2cccc(C=O)c2)cc(OC)c1OC | -6% | -1% | -1% | 9% | -1% | -3 | 2% | 9% | 0% | 0%
Cc1ccc(CN2CCSc3ccc(C(=O)N4CCN(c5ncccn5)CC4)cc32)cc1 | 5% | -4% | 54% | 0% | -6% | -3 | 0% | -21% | 6% | 10%
COC(=O)c1ccc(NC(=O)CN(C)Cc2cccc(F)c2)cc1 | -2% | -1% | -4% | 0% | -1% | 4 | -4% | -6% | -2% | 27%
COc1ccc(-n2c(-c3ccc(Br)cc3)n[nH]c2=S)cc1 | -4% | -15% | -2% | -1% | -2% | -6 | 31%[activator] | 14% | 4% | 14%
CSc1cc(/C=N/O)c(SC)s1 | -4% | -1% | 1% | -5% | -5% | 10 | 7% | -14% | 9% | -30%
